Screening results as filed in PubChem.
CSM14.1 death rescue: rescue of cells from ER stress-induced death, primary screen, 384-well, CSM14.1, thapsigargin, ATP luminescence (AID 1222). CSM14.1 thapsigargin-induced death rescue, ATP luminescence; higher % means a stronger effect. one-dose cellular ATP content (survival), % at 20 µM; EC50 in µM for titrated hits. 190,000 tested, under 10 active;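 active = EC50 below 50 µM in the dose-response confirmation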;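 note: death triggered by thapsigargin at about 15 µM added after 2 h compound pretreatment; cell ATP read after overnight thapsigargin exposure of roughly 18 to 22 hours; normalized against plate controls of thapsigargin alone and 5% DMSO vehicle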
Yfh1-off respiration: enhancers of respiration in Yfh1-depleted yeast, dose response, Friedreich's ataxia, plus single-dose screen (AID 1465) | fold induction at 50 µM; hits with a dose series show EC50 in µM | 0.074% of 220,000 active | S. cerevisiae Yfh1-off respiration, WST-1 reduction, 72 h; higher fold induction means a stronger effect;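 active = fold induction of absorbance versus untreated yeast above a set limit, then at least 30% activation at any dose in follow-up; inconclusive = repeats straddling the limit, or above it without dose testing; inactive = fold induction below the set limit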;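 note: activators that raise dye reduction in frataxin-depleted yeast; strong numbers were not always called active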
Dynein cargo inh: inhibitors of GR-EGFP nuclear translocation, primary screen, dynein cargo transport inhibitor project, imaging, high-content, 3617.4 mouse cells; test concentration mostly 20 µM; stimulated with dexamethasone, 1 µM; hits give low values; z-score, hits read low; 0.47% of 220,000 active;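 active = plate z-score of nuclear minus cytoplasmic receptor signal below a set negative limit, without overly bright fluorescence or cell loss, cut at about -3.5 in these data, passing the limit was not always enough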;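 note: z-score of nuclear minus cytoplasmic ring GR-EGFP intensity difference per well; some compounds called inactive have numbers as strong as hits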
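Buffer or medium: tet-free, stripped-serum medium; reagent: dexamethasone at 1.0 µM final, 30 min; incubation: 48 h induction, 1 h compound, 30 min dex at 37 °C; measured by: formaldehyde fixation, Hoechst nuclear stain, 10x automated fluorescence imaging; read-out: nuclear-to-cytoplasmic GR-EGFP distribution per well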
Hep lipid drop: inhibitors of hepatocyte lipid droplet formation, primary screen, imaging, high-throughput imaging, BODIPY stain | AML12 mouse hepatocytes, oleate lipid droplets | inhibition, % at 6.5 µM | 0.4% of 240,000 active;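 active = lipid droplet intensity inhibited by at least 50%, with more than 500 cells counted; inconclusive = wells with under 300 cells, treated as cytotoxic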
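Assay system: AML12 hepatocytes (mouse); Probe or stimulus: oleic acid at 100 µM to induce lipid droplet formation; Dosing: compound at 6.5 µM only; Schedule: compound with oleate, overnight; Detection: fluorescence imaging, 20x objective, two fields per well; Measure: % inhibition of lipid droplet signal.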
MT stabilizer: microtubule stabilizers in HeLa cells, primary screen, imaging, high-content imaging. HeLa tubulin immunostaining HCS, 24 h; share of cells brighter than vehicle mean+2SD. % tubulin-high responders, % at 10 µM. 0.83% of 200,000 active;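 active = plate Z-score above 3 for both tubulin-high and condensed-nucleus cell shares, with cell loss under 80%, at 10 µM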;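 note: anti alpha tubulin signal scored within the nucleus-defined area of each cell; some results filed as inactive read as strong as hits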
P. falciparum M1AAP: P. falciparum M1AAP inhibitors, biochemical, fluorogenic H-Leu-NHMec substrate, 1536-well (AID 1445); 0.42% of 220,000 active; Aminopeptidase N (Plasmodium falciparum (isolate 3D7)); recombinant M1AAP, H-Leu-NHMec fluorogenic kinetic assay; higher % means a stronger effect; inhibition, % at 30 µM, or IC50 in µM where a hit was titrated;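 active = primary inhibition above the hit cutoff, then over 50% inhibition at one or more dose response concentrations, cut at about 23% in these data, passing the limit was not always enough; inconclusive = conflicting primary data, or primary hits not chosen for dose response; inactive = low primary inhibition, or under 50% at every dose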;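 note: plate controls were DMSO full reaction for no effect and no enzyme background for full effect; strong numbers were not always called active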
Ins promoter up: insulin promoter activators in MIN6 cells, imaging, high-content screening, mouse beta cells; MIN6 insulin promoter-GFP reporter; hits give high values; z-score at 5 µM; 0.3% of 190,000 active;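 active = z-score above 3 at 5 µM with at least 500 cells counted in the well; inconclusive = wells under 500 cells, flagged as cytotoxic or low count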
Autophagy mod: autophagy modulators in MEF cells, primary screen, imaging, high-content, MEF GFP-LC3; MEF GFP-LC3 puncta imaging; test concentration mostly 10 µM; 0.98% of 190,000 active; calls only at 10 µM (by protocol); AID 463193, 2010;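 active = percentage of spot-positive cells more than 3 SD above its plate mean, without a fluorescence outlier flag or 80% toxicity; inconclusive = no clear call, values can overlap the other calls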;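 note: spot-positive cell cutoff set from DMSO-treated cells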
M17LAP inhibition: P. falciparum M17LAP inhibitors, primary screen, biochemical, fluorogenic H-Leu-NHMec substrate, 1536-well (AID 1619) | Leucine aminopeptidase (Plasmodium falciparum (isolate 3D7)) | recombinant M17LAP, H-Leu-NHMec fluorogenic kinetic assay; higher % means a stronger effect | inhibition, % at 30 µM; hits with a dose series show IC50 in µM | 0.38% of 220,000 active;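 active = compound inhibiting the enzyme by more than half at any dose during confirmatory dose-response retesting; inconclusive = strong single-dose inhibitors picked by rank but not retested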;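 note: plate controls were full reaction with DMSO carrier for no effect and no enzyme background for full effect; strong numbers were not always called active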
Dynein cargo inh cytoplasmic EGFP: further read-out of Dynein cargo inh, marked with its call; z-score; measured here: cytoplasmic GR-EGFP intensity; hits give high values
Dynein cargo inh nuclear GR-EGFP: recorded beside Dynein cargo inh, whose call it bears; z-score; measured here: nuclear GR-EGFP intensity;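 lower value marks the stronger effect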
Dynein cargo inh cell count: second read-out of Dynein cargo inh, no call of its own (marks repeat the call); z-score; measured here: cell count per field
Ins promoter up cell count: recorded beside Ins promoter up, whose call it bears; cell count; measured here: cytotoxicity, nuclei count;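 total cells summed across four imaged fields per well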
Hep lipid drop cells 6.5 µM: second read-out of Hep lipid drop, no call of its own (marks repeat the call); cell count; measured here: cell count, cytotoxicity flag;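 cells counted across two imaged fields per well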
MT stabilizer Hoechst-high %: further read-out of MT stabilizer, marked with its call; % Hoechst-high responders; measured here: nuclear condensation Hoechst responders;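 share of cells brighter than vehicle mean plus two SD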
MT stabilizer cytotoxicity %: also measured in MT stabilizer; calls as there; toxicity, %; measured here: cytotoxicity by cell density;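 0% = mean cell density of plate MIN control wells and 100% = no cells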
Autophagy mod cell loss 18 h: second read-out of Autophagy mod, no call of its own (marks repeat the call); toxicity, %; measured here: cell loss, nuclei count;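 cell loss after 18 h compound exposure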
* = called active by the depositor; i = inactive; ? = inconclusive; . = no result given.

Values run as follows: Autophagy mod cell loss 18 h | Dynein cargo inh cell count | Hep lipid drop cells 6.5 µM | Hep lipid drop | MT stabilizer | P. falciparum M1AAP | Ins promoter up cell count | Dynein cargo inh | CSM14.1 death rescue | MT stabilizer cytotoxicity % | Autophagy mod | Ins promoter up | M17LAP inhibition | Yfh1-off respiration | Dynein cargo inh nuclear GR-EGFP | Dynein cargo inh cytoplasmic EGFP | MT stabilizer Hoechst-high %
1: COc1ccc(NC(=O)c2cccc(S(=O)(=O)N3CCOCC3)c2)cn1
→ 5.4 | 0.292 | 792 | 19.3 | 1.2 | 1.2% | 904 | -0.194 | -0.8% | 11.5 | i | -0.34 | -10.1% | i | -0.0084 | -0.0942 | 1.5
2: NC(=O)c1ccc(C(F)(F)F)n(Cc2ccccc2Cl)c1=O
→ 6.3 | 0.52 | . | . | 2.8 | -1.1% | 1519 | -0.944 | -1.9% | 8.5 | i | 0.05 | -9.4% | i | -0.54 | -0.0816 | 1.4
3: Cc1cc(O)c(NC(=O)c2ccco2)cc1C
→ -0.9 | -1.54 | 717 | -2.9 | 3.1 | 1.8% | 1141 | 0.415 | -0.5% | 7.6 | i | 0.74 | 6.7% | i | 0.629 | -0.07 | 2.1
4: CC(=O)N1C(=O)CC(C)N(C(C)=O)c2ccc([N+](=O)[O-])cc21 (centres undefined)
→ 6.6 | -1.27 | 670 | 1.7 | 2.6 | 3.1% | 1537 | 0.239 | -0.9% | 5.5 | i | 0.52 | -7.8% | i | 0.137 | -0.0422 | 2.0
5: O=C(CCCN1C(=O)/C(=C/c2cccs2)SC1=S)Nc1ccc(O)c(C(=O)O)c1
→ -3.7 | 0.115 | 729 | -0.3 | 3.3 | ? | 1310 | -0.122 | 2.0% | 4.2 | i | 0.45 | 28.3% | i | 0.111 | -0.158 | 2.1
6: CCC1CSC(Nc2ccc(C(=O)/C=C/c3ccc(Br)cc3)cc2)=N1 (centres undefined)
→ -5.0 | -2.19 | 665 | 6.8 | 3.5 | 10.6% | 1112 | 1.54 | -3.1% | 5.0 | i | 0.63 | 15.6% | i | 1.29 | 0.431 | 2.5
7: COc1cc(NC(=O)c2cc(C)nc3ccccc23)cc(OC)c1OC
→ 5.2 | 0.198 | 658 | 13.6 | 6.6 | 5.4% | 1211 | 0.0123 | 4.4% | 6.8 | i | 0.24 | 1.2% | i | -0.331 | -0.349 | 1.4
8: Fc1ccc(-c2csc(N3CCOCC3)n2)cc1
→ . | 0.299 | 727 | 0.0 | . | 13.3% | 1022 | 0.7 | . | . | . | 0.88 | -4.3% | i | -0.0642 | -0.202 | .
9: O=C(Cn1c(CO)nc2ccccc21)Nc1cc(C(F)(F)F)ccc1N1CCOCC1
→ 3.8 | 0.513 | 721 | 3.6 | 2.8 | 3.4% | . | -0.616 | 4.6% | 12.6 | i | . | -5.8% | i | -0.158 | -0.209 | 2.4
10: Cc1ccc(S(=O)(=O)N(C)C)cc1NC(=O)COc1ccc(-c2nnco2)cc1
→ . | -2.13 | 699 | -12.5 | . | 0.9% | 1030 | 1.01 | . | . | . | -0.99 | -1.3% | i | 1.44 | -0.137 | .
11: Cc1nn(C)c(C)c1Nc1ccc(N2C(=O)C3CC=CCC3C2=O)cc1[N+](=O)[O-] (centres undefined)
→ 31.5 | 0.0176 | 649 | -23.0 | 2.9 | 12.2% | 1157 | -0.657 | -4.9% | 0.6 | i | -0.12 | 0.8% | i | -0.27 | -0.237 | 2.0
12: Cc1cc(C)c2c(=O)n(CC(=O)Nc3ccc(Br)c(C)c3)sc2n1
→ . | 0.407 | 837 | 4.9 | . | -3.9% | 1056 | -0.829 | . | . | . | -0.04 | 1.6% | i | -0.306 | -0.0866 | .
13: Cc1ccc(NC(=O)c2cc(=O)n(Cc3ccccc3)c(=O)[nH]2)cc1C
→ 1.8 | 0.159 | 663 | 2.2 | 5.3 | 2.0% | 1279 | -0.407 | -0.6% | 6.6 | i | -0.01 | 15.4% | i | 0.0367 | -0.366 | 1.6
14: COc1ccc(S(=O)(=O)Nc2cc3c4c(oc3c3ccccc23)CC(C)(C)CC4=O)cc1
→ 2.4 | -1.09 | . | . | 20.0* | 15.9% | 1510 | -1.43 | -0.7% | 16.9* | i | -0.36 | 7.5% | i | -0.599 | -0.163 | 8.3*
15: O=C1C=C(c2ccc(Cl)cc2)OC2(CCCC2)O1
→ 1.8 | -1.9 | . | . | 2.2 | -0.8% | 1414 | 2.37 | -0.8% | 9.4 | i | 1.79 | -6.9% | i | 1.84 | -0.0349 | 2.1
16: CC(=NCCc1c(C)[nH]c2ccc(C)cc12)C1=C(O)CC(c2ccccc2)CC1=O (centres undefined)
→ 16.6 | 0.575 | 413 | -130.7 | 15.6* | 5.4% | 864 | -0.308 | -1.6% | 49.1* | i | -0.36 | 1.5% | i | 0.146 | -0.173 | 43.8*
17: CC(=O)Oc1ccc(C(=O)[C@H]2[C@H]3C(=O)N(c4ccc(C)cc4)C(=O)[C@H]3[C@@H]3C=CC=NN32)cc1
→ 9.0 | -0.37 | 711 | 1.4 | 3.4 | 9.7% | 1324 | 0.817 | -1.1% | 3.8 | i | -0.79 | 14.6% | i | 0.485 | -0.215 | 1.9
18: Cc1ccnc(N(C(=O)Nc2ccccc2)C2=NCC(C)(C)S2)c1
→ . | 0.111 | 678 | -22.5 | . | 3.8% | 1029 | -0.18 | . | . | . | -2.15 | -6.9% | i | -0.0647 | 0.0899 | .
19: CCCCc1sc(-c2c(C#N)c(N)nc3c2CCCCC3)cc1[N+](=O)[O-]
→ -23.9 | 0.915 | . | . | 2.5 | 0.5% | 1314 | -0.619 | -2.4% | 9.7 | i | -0.91 | 1.4% | i | 0.293 | -0.199 | 1.9
20: Cc1ccc(CSc2nnc(-c3cccc(S(=O)(=O)N4CCOCC4)c3)n2C2CCCC2)cc1
→ 4.0 | 0.453 | 460 | -9.8 | 2.1 | -4.4% | . | -0.761 | 2.0% | 8.4 | i | . | -4.0% | i | -0.517 | -0.306 | 3.7
21: O=C(/C=C/c1ccc(Br)cc1)NC(=S)N1CCOCC1
→ -10.1 | 1.13 | 736 | 9.3 | 4.1 | 3.2% | 1428 | -0.701 | 0.7% | 11.6 | i | 0.17 | 14.8% | i | -0.32 | -0.294 | 2.5
22: O=c1c(Cl)c(NS(=O)(=O)c2ccccc2)cnn1-c1ccccc1
→ . | 0.237 | 754 | -11.1 | . | 0.2% | 1122 | 0.136 | . | . | . | 0.55 | 12.7% | i | 0.081 | -0.217 | .
23: O=C(COC(=O)c1cccs1)NC12CC3CC(CC(C3)C1)C2
→ -1.8 | 0.119 | 677 | 17.8 | 4.6 | 7.2% | 1080 | -0.101 | -1.1% | 10.4 | i | -0.24 | -0.8% | i | 0.299 | -0.316 | 3.7
24: Cn1c(=O)c2c(nc(CN3CCN(C(=O)c4ccco4)CC3)n2CCCc2ccccc2)n(C)c1=O
→ 5.9 | -0.614 | . | . | 2.3 | 2.7% | 937 | -0.546 | 2.3% | 3.4 | i | 0.08 | -5.7% | . | -0.275 | -0.0808 | 2.2
25: COC(=O)c1c(NC(=O)CSc2nncs2)sc2c1CCCCC2
→ 0.0 | -2.48 | . | . | 2.3 | 1.7% | 1020 | 3.68 | -0.3% | 9.7 | i | -2.82 | -5.7% | i | 2.15 | 0.188 | 1.9
26: O=C(COC(=O)C1c2ccccc2Oc2ccccc21)Nc1ccc2c(c1)OCO2
→ 18.6 | 0.706 | 739 | -5.4 | 5.6 | 0.3% | 987 | -0.879 | -1.9% | 7.4 | i | -0.31 | -9.4% | i | -0.224 | -0.313 | 4.5
27: COc1ccc(C(=O)N2CCSC2=S)cc1OC
→ -4.6 | 0.281 | 478 | 2.7 | 3.0 | 0.9% | 1111 | -0.934 | . | 6.7 | i | 0.57 | 11.3% | i | -0.247 | -0.0956 | 1.6
28: Clc1ccccc1-c1ncnc2ccc(Br)cc12
→ 6.1 | 0.534 | 736 | -3.3 | 5.3 | 0.8% | 1283 | 0.149 | 2.5% | 3.1 | i | -1.68 | -6.1% | i | 0.221 | -0.286 | 2.2
29: COc1ccccc1-c1ccc(SCC(=O)N2CCOCC2)nn1
→ -4.7 | 0.127 | 710 | -4.4 | 2.3 | 6.1% | 1227 | 1.21 | . | 8.5 | i | -0.26 | -6.5% | i | 0.592 | -0.229 | 2.0
30: Cc1cc(Br)cc(Cl)c1OCC(=O)NC(=O)NCc1ccccc1
→ 6.2 | -0.0118 | 664 | -0.7 | 6.5 | 5.7% | 1415 | 0.123 | -0.8% | 2.1 | i | 1.07 | 7.5% | i | -0.143 | -0.204 | 2.8
31: Cc1cc(O)c(/C=N/Nc2ccccc2)c(=O)o1
→ 1.1 | 0.417 | 629 | 5.8 | 1.5 | 8.4% | 1710 | -0.374 | 2.6% | 2.8 | i | 1.3 | 11.4% | i | -0.622 | -0.218 | 1.1
32: COC(=O)CSc1nnc(-c2cccnc2)n1C
→ -9.6 | 0.73 | 719 | 15.5 | 1.1 | -0.1% | 1185 | 0.161 | 0.3% | 7.5 | i | 0.63 | 9.2% | i | -0.52 | -0.295 | 1.4
